# PvdQ acylase – blocks Pseudomonas aeruginosa PvdQ acylase activity. purified PvdQ acylase, fluorescence plate reader. inhibition, % at 10 µM. actives 0.063% (n = 340,000); in the data active = inhibition above about 30%, passing the limit was not always enough;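 note: 0% = vehicle neutral wells and 100% = reference inhibitor wells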
# CDK5 p35 inh – inhibitors of human CDK5/p35 kinase; inhibition, % at 10 µM; actives 0.01% (n = 330,000); Q00535+Q15078; Recombinant CDK5/p35, ADP-Glo luminescence, 60 min;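 active = highest replicate inhibition of at least 50% and at least 75% of replicates reaching 50%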;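 note: plate controls were DMSO neutral control for no effect and GW8510 at 10 µM for full effect; many of its hits are not listed in these tables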
# RTF Ca sens inh – cardiac RTF calcium desensitization; P19429+P45379; IANBD-labeled cardiac RTF, Ca2+ fluorescence; inhibition, % at 7.15 µM; actives 0.12% (n = 340,000); AID 493244;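 active = inhibition above the mean inhibition of all tested compounds plus 3 SD, cut at about 17% in these data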;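 note: assay run at fixed EC70 calcium of 1.6 mM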
# Mot1-301 SUMO – SUMOylation pathway inhibition by Mot1-301 growth rescue; S. cerevisiae Mot1-301 growth rescue, ATP luminescence, 38.5C; percent above DMSO median, 100 means doubled; growth rescue, % at 18.8 µM; actives 1% (n = 320,000);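 active = every valid replicate shows activation above 250% relative to neutral control wells; inactive = the rest, any valid replicate at or below 250%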;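 note: OY570 slx delta 5 strain wells were the positive control but not used for scaling; some compounds called inactive have numbers as strong as hits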
# LANA DNA inh – blocks KSHV LANA C-terminal domain binding to DNA; AID 504423; actives 0.078% (n = 340,000); inhibition, % at 9 µM; MBP-C-LANA/FAM-LBS DNA binding, fluorescence polarization;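 active = highest replicate inhibition at or above 60% at 9 µM, even if other replicates fall short; inactive = all replicates below 60% inhibition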;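 note: 0% = neutral control wells and 100% = 4 µM acridine orange control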
# NSD2 HMT inh – NSD2 (human) methyltransferase inhibition; NSD2 peptide methylation, AlphaScreen, 120 min; inhibition, % at 12.5 µM; actives 0.54% (n = 310,000); AID 743445; in the data active = inhibition above about 50%
# Keap1 Nrf2 FP – Keap1-Nrf2 (human) interaction inhibition; inhibition, % at 9.4 µM; actives 0.15% (n = 340,000); Q14145; AID 504523; Keap1 Kelch-Nrf2 peptide fluorescence polarization, 1536-well; in the data active = inhibition above about 12%;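 note: human Keap1 Kelch domain with fluorescein labeled Nrf2 9mer peptide probe; 0% = neutral control wells and 100% = peptide positive control; higher means more block of Keap1 binding to Nrf2 peptide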
# Target sequence (Q14145 whole entry, looked up, the tested form may be a part): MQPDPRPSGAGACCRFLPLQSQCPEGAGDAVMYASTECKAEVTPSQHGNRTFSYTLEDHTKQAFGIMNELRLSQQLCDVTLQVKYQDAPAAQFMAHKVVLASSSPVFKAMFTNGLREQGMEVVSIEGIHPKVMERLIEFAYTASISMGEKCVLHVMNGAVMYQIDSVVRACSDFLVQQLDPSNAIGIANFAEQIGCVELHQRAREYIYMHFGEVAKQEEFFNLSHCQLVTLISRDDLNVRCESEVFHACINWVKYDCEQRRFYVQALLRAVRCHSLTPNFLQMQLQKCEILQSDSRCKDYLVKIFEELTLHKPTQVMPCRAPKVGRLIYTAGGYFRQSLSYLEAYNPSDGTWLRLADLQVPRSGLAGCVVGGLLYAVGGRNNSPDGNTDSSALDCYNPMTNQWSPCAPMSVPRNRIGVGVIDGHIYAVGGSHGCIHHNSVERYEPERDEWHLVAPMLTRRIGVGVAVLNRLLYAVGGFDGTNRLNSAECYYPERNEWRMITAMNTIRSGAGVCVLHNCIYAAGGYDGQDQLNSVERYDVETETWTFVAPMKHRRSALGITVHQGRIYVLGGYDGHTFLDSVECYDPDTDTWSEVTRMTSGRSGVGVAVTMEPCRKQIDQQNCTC
# Rtt109 Vps75 – C. albicans Rtt109 histone acetyltransferase inhibition; Q5AAJ8; purified Rtt109/Vps75, ThioGlo CoA-SH fluorescence, 4 h; inhibition, % at 34.9 µM; actives 0.16% (n = 330,000); AID 540336;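 active = inhibition of at least 50% in every replicate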
# Target sequence (Q5AAJ8 whole entry, looked up): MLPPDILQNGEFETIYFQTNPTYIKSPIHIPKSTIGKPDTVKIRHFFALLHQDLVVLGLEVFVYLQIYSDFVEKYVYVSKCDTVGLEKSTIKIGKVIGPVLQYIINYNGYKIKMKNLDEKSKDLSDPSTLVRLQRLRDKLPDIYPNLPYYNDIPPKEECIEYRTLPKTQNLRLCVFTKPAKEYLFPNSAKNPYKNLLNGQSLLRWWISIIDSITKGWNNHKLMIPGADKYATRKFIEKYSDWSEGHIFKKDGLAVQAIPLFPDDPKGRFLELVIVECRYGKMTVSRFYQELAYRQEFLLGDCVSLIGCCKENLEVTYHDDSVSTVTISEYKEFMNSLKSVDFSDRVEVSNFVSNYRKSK
# PfHsp90 yeast 2 – inhibits growth of yeast expressing Plasmodium falciparum Hsp90; S. cerevisiae expressing PfHsp90, BacTiter-Glo ATP, 48 h; yeast lacking PDR1 and PDR3 efflux regulators; inhibition, % at 9.4 µM; actives 0.32% (n = 310,000); AID 504621;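 active = every replicate shows inhibition above about 80%, whatever the replicate mean, limit read from the data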;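 note: 0% = DMSO neutral controls and 100% = 20 µM radicicol positive controls; yeast relying on Plasmodium falciparum Hsp90 in place of its own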
# dFosB activator – activators of mouse delta FosB homodimer. P13346. purified delta FosB, TAMRA-CDK5 oligo fluorescence polarization; percent of positive-control signal above neutral wells. activation, % at 25 µM. actives 0.99% (n = 340,000);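 active = mean activation above about 17%, with every replicate also reaching it, limit read from the data, passing the limit was not always enough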;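 note: fluorescence polarization rise as delta FosB binds a TAMRA Cdk5 AP-1 oligo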
# RTF Ca sens act – cardiac RTF calcium sensitization; activation, % at 7.2 µM; IANBD-labeled TnC RTF fluorescence at EC20 calcium; 0% EC20 calcium, 100% full calcium; P19429+P45379; actives 0.24% (n = 340,000);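 active = activation above the mean over all tested compounds plus 3 SD, cut at about 30% in these data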;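 note: rise in fluorescence read as greater calcium sensitivity of cardiac thin filaments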
# * marks the source's active call; other numbers are inactive results; nt = not tested or not shown. Random draw from the library; overall some 3.2% were active at least once.
SMILES,PvdQ acylase,CDK5 p35 inh,RTF Ca sens inh,Mot1-301 SUMO,LANA DNA inh,NSD2 HMT inh,Keap1 Nrf2 FP,Rtt109 Vps75,PfHsp90 yeast 2,dFosB activator,RTF Ca sens act
O=C(O)COc1ccc(-c2nccc(-c3ccccn3)n2)cc1,-15,1.2,-6,-12,0.4,-1,-1,-4,3,-11,1
Cc1ccc(S(=O)(=O)/N=C(/Nc2ccc3[nH]c(=O)[nH]c3c2)c2ccc(F)cc2)cc1,0,-0.5,-2,-12,-1.6,-2,-3,-1,nt,-12,-8
O=S(=O)(c1ccc(NCc2ccccc2)cc1)N1CCOCC1,-10,-1.3,-3,0,-0.7,-1,4,-2,5,-4,-5
COc1cc(C(=O)OC(C)CN2CCCC2)cc(OC)c1OC (configuration not stated),-14,0.1,-6,-4,0.4,-3,2,-11,-8,-1,7
O=c1cc(N2CCCCC2)c(-c2ccccc2)nn1Cc1c(Cl)cccc1Cl,12,-0.3,-2,3,-0.4,0,-1,-4,-60,-9,0
Cc1ccc(S(=O)(=O)CCC(=O)NCCc2ccc(Cl)cc2)cc1,8,-0.3,5,-6,-2.3,-2,-2,4,12,-3,-1
O=C(CSc1n[nH]c(=O)n1C1CC1)Nc1ccc(Cl)c(Cl)c1,3,3.1,-4,4,-2.8,1,-4,nt,-3,-6,8
Cc1ccc2ccccc2c1Cn1c(-n2ccnc2)nc2c1c(=O)n(C)c(=O)n2C,-6,1.6,-6,-13,0.5,2,5,-7,-7,-15,-2
COC(=O)c1ccc(CSc2nc3ccc(Cl)cc3[nH]2)o1,1,0.6,2,2,39,0,-7,0,-12,-10,1
Cc1ccc(S(=O)(=O)N2CCC(C(=O)OC3CCOC3=O)CC2)cc1C (configuration not stated),-14,-0.7,3,-5,-1.5,0,-2,2,-11,0,7
CC(NS(=O)(=O)c1ccc(OCC(=O)N2CCOCC2)cc1)c1ccccc1 (configuration not stated),0,-2.1,5,903,1.8,-1,-3,-2,15,1,0
Cc1ccc2ncnc(-c3ccccc3)c2c1,10,1.2,0,0,-0.6,-2,1,-5,26,-4,-7
CC(C)(C)CN1CCNC(=O)C1CC(=O)NC1Cc2ccccc2C1 (configuration not stated),-14,1.4,-17,-17,1.9,6,0,1,2,-1,-1
CSCCC(NC(=O)CCC(=O)OCC(=O)[C@@]1(O)CCC2[C@@H]3CCC4=CC(=O)C=C[C@]4(C)C3[C@@H](O)C[C@@]21C)C(=O)O (some centres not stated),11,3.2,3,-5,-0.7,-3,-5,11,1,-4,1
O=C(CSC1=NS(=O)(=O)c2cc(Cl)ccc2N1)Nc1cccc(F)c1,-18,-1.3,-16,0,-0.2,1,-4,0,-14,4,4
COc1ccc(N(C)S(=O)(=O)c2ccc3c(c2)CCC(=O)N3)cc1,-15,0.6,4,0,-1.5,4,-9,4,-28,2,-1
CC1=C(C(=O)Nc2ccccc2)C(c2ccc(C)o2)n2ncnc2N1 (configuration not stated),-9,-0.3,5,nt,-0.9,0,-4,8,-15,-1,7
CCN(c1ccccc1)S(=O)(=O)c1ccc(Oc2ccc(-n3ccnc3)cc2)nc1,-9,-0.9,-6,12,-1.0,4,0,2,2,-6,-2
CCOC(=O)c1c(NC(=O)c2ccco2)sc2c1CCCC2,-12,-1.8,-1,17,-0.1,-1,-5,21,nt,5,5
CC(=O)Nc1ccc(S(=O)(=O)N(Cc2cc3ccc(C)cc3[nH]c2=O)CC2CCCO2)cc1 (configuration not stated),-8,-0.6,-1,9,0.8,3,4,-6,20,-1,-6
O=C(CSc1nc(-c2ccc(F)cc2)cc(C(F)(F)F)n1)NCc1ccco1,1,0.1,-6,-6,-0.2,-7,3,0,1,11,-3
CCCC(NC(=O)c1ccc(Br)o1)c1nc2ccccc2[nH]1 (configuration not stated),-15,-0.1,-6,-2,1.0,24,-5,-1,3,-6,-2
CN1CCN(C(=O)C23CC4CC(C2)CC(c2ccccc2)(C4)C3)CC1,-6,0.5,-5,23,-0.6,1,-1,7,11,-2,2
O=C(Nc1cccc(F)c1)c1ccc2c(c1)OCO2,-9,-1.3,-3,252,-0.9,-1,-3,3,5,-2,3
CC(=O)c1cccc(S(=O)(=O)N2CCC(c3nc4ccccc4[nH]3)CC2)c1,3,-0.6,-10,5,-1.1,0,1,-11,-4,-3,-2
CCN1CCN(CCCNC(=O)c2ccc(NC(=O)C3=CSCCO3)cc2)CC1,-11,nt,-4,-3,-0.1,1,2,-8,8,-2,1
c1ccc(-c2nnc(CSc3nc4ccccc4[nH]3)o2)cc1,7,0.6,0,-8,-0.6,-3,3,-2,nt,3,-1
CCOc1cc(/C=N\n2nnnc2N)ccc1O,-4,0.0,0,0,0.2,-3,1,-13,4,-2,-1
Cc1ccc(NC(=O)Nc2ccccc2C(=O)NCc2ccccc2)cc1,-16,1.1,5,1,-0.7,0,-3,0,-35,-1,-2
COc1ccccc1CNc1nc2nc(C)cc(=O)n2[nH]1,-5,0.2,0,9,14,2,1,-9,23,-3,-2
CCC(=O)N1c2ccc(S(=O)(=O)NCCc3ccccc3)cc2CC1C (configuration not stated),-10,-2.2,-6,-10,0.4,-2,1,-4,-28,-3,7
Cc1ccc(NC(=O)c2oc3ccc(S(=O)(=O)N4CCOCC4)cc3c2C)c(C)c1,2,0.5,-3,101,0.9,0,0,11,1,0,3
Cc1ccc(OCC(=O)NNC(=O)C2CCC2)cc1C,-5,-0.1,-6,-11,1.3,-1,-5,-28,12,-6,1
CC(C)c1ccc(C(=O)NCCCNC(=O)c2cnccn2)cc1,14,0.6,-4,0,-2.6,4,6,8,-16,-6,1
CCCc1c(C)c(C#N)c2nc3ccccc3n2c1NCCCN1CCOCC1,-10,0.5,-4,2,-0.3,-2,0,-22,nt,-5,-1
CC1(C2CC2)NC(=O)N(CC(=O)Nc2ccccc2-c2ccccc2)C1=O (configuration not stated),-3,-0.1,-3,4,1.2,-4,-2,-3,-84,-9,3
CCOC(=O)c1cnc2ccc(OCC)cc2c1N1CCN(c2ccccc2OC)CC1,-4,1.4,-6,-16,-0.4,1,-1,-2,nt,1,0
COc1ccccc1N1CCN(C(=O)c2cc(S(=O)(=O)N3CCOCC3)ccc2C)CC1,-15,-0.3,0,nt,0.0,2,-2,0,2,-5,3
CC1(C)Cc2cccc(OCC(=O)N3CCN(c4ccccc4)CC3)c2O1,-8,0.4,1,-16,-0.3,-4,2,-1,3,5,-3
COc1cccc(SCC2CSc3nc4ccccc4c(=O)n32)c1 (configuration not stated),-11,-0.9,0,2,-1.4,0,-5,-6,28,-5,12
CCOC(=O)CN(C(=O)CSc1nnnn1C)c1ccccc1,-4,0.4,1,11,-1.5,-1,-4,-3,nt,-12,1
O=C(COC(=O)c1cccnc1)c1ccc(Cl)c(Cl)c1,-10,0.1,-4,-8,2.7,-2,1,-6,2,-17,5
c1ccc(-n2nnnc2NC2CCCCC2)cc1,8,-2.4,-2,18,1.6,nt,-3,5,14,-8,5
C=CCC1CCCCC12NC(=O)N(c1ccccc1)N2 (configuration not stated),0,-0.5,2,-7,0.4,-3,0,7,-7,-2,1
CC(=O)c1ccc(NC(=O)CCc2nc3sc4c(c3c(=O)[nH]2)CCCC4)cc1,-18,-5.1,-2,-7,0.5,1,-3,-6,nt,-12,-5
CN(C)S(=O)(=O)c1cccc(NC(=O)c2ccc(S(=O)(=O)N3CCCC3)cc2)c1,-1,0.9,-7,40,nt,-1,nt,nt,10,8,0
COc1ccc(NC(=O)CN2CCC(C(N)=O)CC2)cc1,-5,-0.8,-9,9,-0.2,-5,4,-2,4,-5,-3
COc1ccc2c([N+](=O)[O-])c(N3CCCC3)[nH]c2c1,-12,2.0,-5,1,-0.1,-2,-5,-7,-3,0,2
O=C(Cc1cn2ccsc2n1)Nc1cccc2cnccc12,-10,0.1,-21,-8,1.3,-1,1,-3,5,0,8
CC(=O)c1cccc(S(=O)(=O)N2CCN(c3ccccc3F)CC2)c1,-6,-0.9,-13,4,1.4,-3,-4,1,-5,-12,-4
# Next part
SMILES,PvdQ acylase,CDK5 p35 inh,RTF Ca sens inh,Mot1-301 SUMO,LANA DNA inh,NSD2 HMT inh,Keap1 Nrf2 FP,Rtt109 Vps75,PfHsp90 yeast 2,dFosB activator,RTF Ca sens act
O=C(Nc1cccc2ccccc12)/C(=C/c1cccc([N+](=O)[O-])c1)NC(=O)c1cccs1,5,-0.5,-9,14,1.3,35,1,0,14,24*,-1
COc1ccc(OC)c(NC(=O)CSc2nc3ccccc3c(=O)n2CCNC(C)=O)c1,-10,0.0,-3,-3,1.1,3,-4,18,2,-5,1
Cc1ccc(-c2nn(-c3ccccn3)c(=O)c3ccccc23)cc1C,-15,-0.3,-7,273,0.2,-2,2,1,-10,-14,1
c1ccc2c(c1)nc(CN1CCOCC1)n1c3ccccc3nc21,-11,0.0,-4,nt,0.0,-2,0,6,-5,6,5
CC(=O)Nc1cccc(NC(=O)c2c(-c3ccccc3Cl)noc2C)c1,-7,-1.1,-4,-20,-1.2,1,-2,5,-11,-13,3
COc1ccccc1N(CC(O)CN1CCOCC1)S(=O)(=O)c1ccccc1 (configuration not stated),-6,-0.5,-13,12,-0.3,1,-1,5,17,-4,-4
Cc1cc2cc(C)c3nnc(SCC(=O)NCc4ccco4)n3c2cc1C,1,-0.4,-3,154,-3.2,0,0,nt,-14,-32,2
Cc1cc2cc(CNC(=O)c3cccs3)ccc2n1C,-10,1.1,-21,4,0.0,1,0,3,12,-7,6
COc1ccc(N(CC(=O)Nc2ccccc2Cl)S(=O)(=O)c2ccc(C)cc2)cc1OC,-13,-0.4,2,-9,-1.8,-2,-1,5,13,-6,-6
COc1cc(NC(=O)c2nccnc2N)cc(C(=O)Nc2cccc(C(F)(F)F)c2)c1,-14,2.3,1,-10,-4.1,nt,-4,-3,1,3,-2
CCC(=O)Oc1cccc(C(=O)Nc2cccc(NC(=O)c3ccco3)c2)c1,-13,1.9,-3,-9,1.2,1,1,0,-6,-17,-10
Cc1ccc(C(=O)N2CC(=O)Nc3ccc(F)cc3C2c2ccccc2)cc1 (configuration not stated),7,0.5,-5,438,-2.1,0,-4,-5,2,-5,0
O=C(CN(Cc1ccco1)C(=O)c1ccc(F)cc1F)Nc1ccccc1C(F)(F)F,6,1.3,3,19,-0.1,-2,-7,5,-38,-4,-3
O=C(OCc1cc(=O)c(OC(=O)c2ccccc2)co1)c1ccccc1,-8,0.9,2,nt,-1.3,1,1,0,nt,-5,-2
CC1CN(C(=O)C2CC(=O)N(c3ccc(Cl)cc3)C2)CC(C)O1 (configuration not stated),-9,-1.9,5,242,-1.1,-2,1,7,-2,-7,1
